# BAP1 block: inhibitors of BAP1 deubiquitinase, primary screen, biochemical, Ub-AMC fluorescence, kinetic; Ubiquitin carboxyl-terminal hydrolase BAP1 (Homo sapiens), Q92560; recombinant BAP1, Ub-AMC hydrolysis fluorescence kinetic; stronger effect = lower value; 0.48% of 72,000 active; activity remaining (% of control), % at 20 µM; AID 436, 2006;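 active = activity remaining at or below 50% of control, provided the compound also passes the data quality filters; inactive = the rest, including low values that fail the filters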;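 also: 100% = DMSO wells rate and 0% = substrate alone blank rate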
# Target sequence (Q92560 whole entry, looked up): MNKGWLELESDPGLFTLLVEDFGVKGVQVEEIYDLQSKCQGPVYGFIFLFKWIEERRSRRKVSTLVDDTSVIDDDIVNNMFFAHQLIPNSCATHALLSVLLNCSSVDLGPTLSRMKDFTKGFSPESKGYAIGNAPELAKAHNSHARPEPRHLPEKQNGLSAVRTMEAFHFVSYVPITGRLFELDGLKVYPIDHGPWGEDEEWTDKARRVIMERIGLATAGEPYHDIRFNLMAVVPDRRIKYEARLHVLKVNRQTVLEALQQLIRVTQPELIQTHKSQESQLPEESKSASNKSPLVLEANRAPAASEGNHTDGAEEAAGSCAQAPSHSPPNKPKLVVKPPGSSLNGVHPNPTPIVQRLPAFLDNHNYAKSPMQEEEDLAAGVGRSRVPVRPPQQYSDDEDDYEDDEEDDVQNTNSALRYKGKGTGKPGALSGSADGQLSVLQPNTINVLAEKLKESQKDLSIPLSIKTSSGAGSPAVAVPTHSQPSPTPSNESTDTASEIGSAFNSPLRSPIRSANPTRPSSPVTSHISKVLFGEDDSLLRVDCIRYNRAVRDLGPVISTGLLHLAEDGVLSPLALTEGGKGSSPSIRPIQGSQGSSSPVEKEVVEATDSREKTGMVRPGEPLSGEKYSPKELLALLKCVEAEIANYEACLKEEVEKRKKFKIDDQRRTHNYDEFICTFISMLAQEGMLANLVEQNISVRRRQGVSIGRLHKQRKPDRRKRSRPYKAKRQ
# HePTP inh: inhibitors of human HePTP phosphatase, primary screen, biochemical, absorbance, leukemia target | AID 521, 2006 | 0.64% of 110,000 active | recombinant HePTP phosphatase activity, OD absorbance | inhibition, % at 20 µM | Tyrosine-protein phosphatase non-receptor type 7 (Homo sapiens), P35236; in the data active = inhibition above about 50%;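 also: plate controls were vehicle for no effect and reference inhibitor for full effect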
# Target sequence (P35236 whole entry, looked up): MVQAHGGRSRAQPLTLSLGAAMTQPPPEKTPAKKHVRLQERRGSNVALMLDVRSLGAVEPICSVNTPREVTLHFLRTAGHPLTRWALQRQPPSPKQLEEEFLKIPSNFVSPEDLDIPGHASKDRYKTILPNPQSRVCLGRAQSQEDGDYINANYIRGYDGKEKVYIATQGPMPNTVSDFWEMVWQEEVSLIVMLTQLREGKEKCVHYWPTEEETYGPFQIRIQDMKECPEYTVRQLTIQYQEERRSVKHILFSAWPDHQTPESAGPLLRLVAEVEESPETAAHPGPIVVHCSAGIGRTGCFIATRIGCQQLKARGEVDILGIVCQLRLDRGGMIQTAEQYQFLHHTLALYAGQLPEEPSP
# An asterisk follows results filed as active; . = not tested or not shown. Outcome played no part in choosing rows; any-hit rate near 0.79%.
# A first look:
SMILES,BAP1 block,HePTP inh
CCOc1ccc2[nH]cc(S(=O)(=O)c3ccc(F)cc3)c(=O)c2c1,82,11
Cc1cccc(NC(=O)C(=O)N/N=C/c2ccc(C)o2)c1,.,5

# This part in full, previewed entries included:
SMILES,BAP1 block,HePTP inh
CCOc1ccc2[nH]cc(S(=O)(=O)c3ccc(F)cc3)c(=O)c2c1,82,11
Cc1cccc(NC(=O)C(=O)N/N=C/c2ccc(C)o2)c1,.,5
CCOc1ccc2c(c1)C(C)=CC(C)(C)N2S(=O)(=O)c1ccc(NC(C)=O)cc1,.,-13
Nc1cc(N)cc(-c2nc3ccccc3o2)c1,95,4
Fc1cnc(NN=Cc2cccs2)nc1N1CCOCC1,.,3
O=C(Nc1ccc(Oc2ccc(S(=O)(=O)N3CCOCC3)cn2)cc1)c1ccco1,114,4
CCOC(=O)c1cc(-c2ccc(C)cc2)n(CCC(=O)NCCN(C)C)c1C,98,-2
Cc1c(C(=O)Nc2ccc(-c3nc4cc(Cl)ccc4o3)cc2)cccc1[N+](=O)[O-],.,10
CCOc1ccc(/C=C2\C(=O)NC(=S)N(c3cccc(Cl)c3)C2=O)cc1Cl,.,-1
COc1cccc(C2CC(=O)N3CN(c4ccccc4F)CSC3=C2C#N)c1 (stereo not drawn),81,8
CCOC(=O)c1c[nH]c2ccc(OCC)cc2c1=O,.,-1
CCOc1cc(C2CC(=O)Nc3c2ccc2ccccc32)cc(Br)c1OC (stereo not drawn),.,4
Cc1c(C(=O)Nc2ccccc2Cl)oc2ccc(S(=O)(=O)N3CCC4(CC3)OCCO4)cc12,.,4
Clc1cccc(-c2nnc(SCc3nc4ccccc4[nH]3)n2Cc2ccco2)c1,92,5
Cc1cccc(-c2noc(CN(C(C)C)S(=O)(=O)c3ccc(F)cc3)n2)c1,91,7
COC(=O)C1(C(O)C(=O)c2ccc(C)cc2C)CCCCC1 (stereo not drawn),107,8
CCNc1nc(NCC)n2c(SCc3nc4ccccc4c(=O)[nH]3)nnc2n1,87,-4
Cc1cccc2c1[nH]c1nc(N/N=C\c3ccc(-c4ccccc4Cl)o3)nnc12,.,-14
Cc1cccc(Nc2nc(N)nc(CN3CCC(C)CC3)n2)c1C,66,.
CCCC(C)NS(=O)(=O)c1ccc([N+](=O)[O-])cc1 (stereo not drawn),.,-9
COc1ccc(-c2cc(-c3ccc(F)cc3)nc(N3CCN(C)CC3)n2)cc1,.,1
COc1ccc(NC(=O)N2CCCc3ccccc32)cc1,100,5
O=C(CSc1nnc(-c2ccc3c(c2)OCO3)n1-c1ccccc1)c1ccccc1,.,5
O=C(c1ccc(Cl)cc1)N1CCN(c2ccc([N+](=O)[O-])c3ncccc23)CC1,.,6
CCCCOc1ccc(C(=O)Nc2ccc(S(=O)(=O)Nc3nccc(C)n3)cc2)cc1,.,6
COc1ccc(C2NC(C)(C)Cc3cc(OC)c(OC)cc32)cc1 (stereo not drawn),.,-4
C/C(=C\c1ccc(C(=O)O)cc1)c1ccc2c(c1)C(C)(C)CCC2(C)C,53,.
CC(C)C(c1nnnn1C1CCCC1)N(C)C1CCCCC1 (stereo not drawn),93,-4
O=[N+]([O-])c1ccc(N2CCCC2)cc1NCCOc1ccc(Cl)cc1,.,-5
Cc1cccc(NC(=O)CC2CCC2)c1,.,11
O=C(NCc1ccco1)c1cc(-c2ccco2)on1,95,7
Cc1ccccc1OCCCCCNCCO,87,6
O=[N+]([O-])c1ccc(-n2nnnc2-c2ccccc2)cc1,73,.
Cc1nnc(SCc2cn3ccsc3n2)n(N)c1=O,128,10
COc1cc(C2NC(=O)NC(O)(C(F)(F)F)C2C(=O)c2ccc(Cl)cc2)ccc1O (stereo not drawn),99,-5
O=C(CN(Cc1ccccc1Cl)C(=O)Cn1nnc(-c2cccs2)n1)NCC1CCCO1 (stereo not drawn),108,1
Cc1cc(=O)oc2ccc(OCC(=O)N3CCC(C)CC3)cc12,.,-3
O=C(O)C1(c2ccc(Cl)cc2)CCCC1,98,.
Cc1ccc(NCc2nnc(SCC(=O)N(Cc3ccccc3)C(C)(C)C)o2)c(C)c1,68,9
COc1ccc(-c2cc(-c3ccccc3)nc(N/N=C/c3cccnc3)n2)cc1,.,5
Cc1cc(C)cc(NC(=O)C(=O)NCc2ccccn2)c1,.,4
CC(=O)Nc1nnc(SCC(=O)NCC2CCCO2)s1 (stereo not drawn),90,-12
CCOC(=O)C1=C(C)N=c2s/c(=C\c3ccc(C(=O)O)cc3)c(=O)n2C1c1ccc(OC)cc1 (stereo not drawn),.,8
Cn1c2c(c(=O)n(C)c1=O)C(NS(=O)(=O)c1ccccc1)(C(F)(F)F)C(=O)N2 (stereo not drawn),101,8
Cc1ccc(NS(=O)(=O)c2ccc(NC(=O)C3CCCO3)cc2)cc1 (stereo not drawn),114,5
CCC(=O)c1ccc(OCC(O)CN2C(=O)NC(C)(C)C2=O)cc1 (stereo not drawn),108,12
CC(C)c1nnc(NC(=O)/C=C/c2ccccc2)s1,.,-1
Cc1ccc(N2CC(C(=O)NCc3ccc4c(c3)OCO4)CC2=O)cc1C (stereo not drawn),117,4
CCN(CC)c1ccc(C(=S)N2CCN(c3ccccc3)CC2)cc1,70,5
Cc1c(-c2ccc(Cl)cc2Cl)nc2ccccc2c1C(=O)O,.,-1
C=CCn1c(SCC(=O)c2cc(C)n(Cc3cccs3)c2C)nnc1-c1ccncc1,96,9
CCOC(=O)/C=C1\SCC(=O)N1CC(=O)NC1CCCCC1,94,1
O=C(Nc1ccc2oc(-c3ccccc3Cl)nc2c1)c1ccc([N+](=O)[O-])cc1,82,.
O=[N+]([O-])c1ccc(Oc2ccc(S(=O)(=O)Nc3ccccn3)cc2)cc1,.,7
CC1CCN(c2ccc(C(=O)O)cc2N)CC1,112,13
COc1cc(Nc2nc(SCC#N)nc3ccccc23)cc(OC)c1OC,99,-6
COc1ccc([N+](=O)[O-])cc1/C=C1\SC(=S)N(C2CCCCC2)C1=O,.,-21
CCCN1C(=O)C2(C(C(=O)c3ccc(C)o3)=C(O)C(=O)N2CCCN2CCOCC2)c2ccccc21 (stereo not drawn),75,5
O=C(NC(NC(=S)Nc1ccc(Br)cc1)C(Cl)(Cl)Cl)c1ccccc1F (stereo not drawn),.,103*
CCOC(=O)Cc1csc(NC(=O)CSc2nnc(C(C)C)n2C)n1,116,13

# Complete entries as entered above. Screens in order: BAP1 block | HePTP inh
# C=CCn1c(SCC(=O)c2cc(C)n(Cc3cccs3)c2C)nnc1-c1ccncc1 is entered as 96 | 9
# Cc1cccc(Nc2nc(N)nc(CN3CCC(C)CC3)n2)c1C is entered as 66 | .
# Fc1cnc(NN=Cc2cccs2)nc1N1CCOCC1 is entered as . | 3
# O=C(Nc1ccc(Oc2ccc(S(=O)(=O)N3CCOCC3)cn2)cc1)c1ccco1 is entered as 114 | 4
# O=C(NC(NC(=S)Nc1ccc(Br)cc1)C(Cl)(Cl)Cl)c1ccccc1F (stereo not drawn) is entered as . | 103*

# Next section.
SMILES,BAP1 block,HePTP inh
O=C(CC1S/C(=N\N=C\c2cccs2)NC1=O)Nc1ccccc1C(F)(F)F (stereo not drawn),.,5
O=C(Nc1ccccc1F)c1cc(F)ccc1[N+](=O)[O-],52,.
CC(Oc1cccc(Cl)c1)C(=O)Nc1ccccc1Br (stereo not drawn),.,-4
CCc1ccccc1NC(=O)C(Cc1cccc(OC)c1OC)c1nn[nH]n1 (stereo not drawn),101,5
O=C(c1nn2c(C(F)(F)F)cc(-c3ccco3)nc2c1Cl)N1CCOCC1,.,2
Cc1nc(NCc2ccccc2)c(C(N)=O)c2c1COC(C)(C)C2,78,0
CCN(CC)CCN1C(=O)C(O)=C(C(=O)/C=C/c2ccccc2)C1c1ccccc1Cl (stereo not drawn),.,-4
O=C(CC1Sc2ccc(C(F)(F)F)cc2NC1=O)Nc1ccc(I)cc1 (stereo not drawn),.,8
O=C(Cc1ccccc1)Nc1cc(Cl)c(Cl)cc1Cl,.,-4
N/C(=N/OC(=O)c1cccc([N+](=O)[O-])c1)c1ccc(Br)cc1,.,-13
Cc1ccc2cc(C#N)c(NCCNC(=O)C3CC3)nc2c1C,63,8
COCCCNC(=O)C1CCN(S(=O)(=O)c2c(C)noc2/C=C\c2ccc(OC)cc2)CC1,174,-10
O=C(Nc1cccc(-c2nnc(-c3ccccc3)o2)c1)c1ccco1,94,-16
Cc1ccc(OCC(=O)Nc2ccc(C(N)=O)cc2)c(Br)c1,.,-7
CC(=O)Nc1cc2c(cc1C(C)=O)OCCO2,87,10
c1ccc(-n2ncc3c(NCCN4CCCCC4)ncnc32)cc1,110,4
CC(=O)NC1=NC(=O)CS1,111,.
COc1ccc(-n2nc3c(c2NC(=O)c2cccc(C)c2)CSC3)cc1,68,.
COCc1cc(C)nc(N2CCc3ccccc32)c1C#N,122,8
CCCn1c(=O)c2ccccc2n2c(Sc3nnnn3-c3ccccc3)nnc12,79,10
O=C1c2oc3ccccc3c(=O)c2C(c2cccnc2)N1CCCN1CCOCC1 (stereo not drawn),128,5
COc1cc2[nH]c(=O)n(CCC(=O)N3CCc4ccccc4C3)c(=O)c2cc1OC,103,14
CN(C)c1nccc(Nc2ccccc2)c1C#N,98,6
COCCNc1oc(-c2ccccc2Cl)nc1C#N,100,-5
Cn1nnnc1SCC(=O)Nc1ccccc1N1CCOCC1,94,6
Cc1ccc(N2NC(=O)/C(=C\c3cccc([N+](=O)[O-])c3)C2=O)cc1,.,5
O=c1cc(C23CC4CC(CC(C4)C2)C3)[nH][nH]1,79,-1
CCC(C)Nc1ncnc2c1cnn2Cc1ccc(Cl)cc1 (stereo not drawn),90,7
O=C(CN(Cc1cccs1)C(=O)CSc1nnc(COc2ccccc2)o1)NC1CCCC1,98,8
Cc1onc(-c2ccccc2Cl)c1C(=O)N1CCN(C/C=C/c2ccccc2)CC1,92,9
COc1ccc(NC(=O)/C(=C/c2cccs2)NC(=O)c2cccs2)cc1,.,3
CCC(=O)Nc1ccc2nn(-c3ccc(Cl)cc3)nc2c1,.,-3
COc1ccccc1C1/C(=C(/O)c2ccc(C)cc2)C(=O)C(=O)N1Cc1ccco1 (stereo not drawn),106,-6
Cc1ccc(OCC(=O)O/N=C(\N)c2cccc([N+](=O)[O-])c2)c(C)c1,.,8
COc1ccc2c(c1)c1ncn(CCN3CCCC3)c(=O)c1n2C,.,0
COc1ccccc1NC(=O)C(C/C=C(\C)Cl)C(C)=O (stereo not drawn),.,4
NC(=O)c1c(NC(=O)CCCCCN2C(=O)c3ccccc3C2=O)sc2c1CCC2,140,.
Cc1ccc2nc(-c3ccc(OCC(=O)N/N=C/c4ccc([N+](=O)[O-])o4)cc3)cc(-c3ccccc3)c2c1,.,14
O=C1NC(=O)N(c2cccc(Cl)c2)C(=O)/C1=C/c1ccc(Oc2ccc([N+](=O)[O-])cn2)cc1,.,8
CN1C(=O)c2cccc(NC(=O)C3CCCCC3)c2C1=O,91,-11
CC1=C(C(=O)OCCOc2ccccc2)C(c2ccc(Cl)cc2)NC(=O)N1 (stereo not drawn),.,4
CCOC(=O)N1CCN(c2c(NCCN3CCN(Cc4ccccc4)CC3)c(=O)c2=O)CC1,96,8
Cc1cc(C)nc(SCC(=O)Nc2nnc(C(F)(F)F)s2)n1,76,.
Clc1ccc(-c2nnc3sc(-c4ccc(Br)o4)nn23)c(Cl)c1,68,3
CCOC(=O)CC(C#N)c1cn(C)c2ccccc12 (stereo not drawn),62,6
CC(=O)N1CCN(S(=O)(=O)c2cccc(C(=O)Nc3nc4ccccc4[nH]3)c2)CC1,120,7
COc1cccc(C2C(C(=O)OCCc3ccccc3)=C(C)NC3=C2C(=O)CCC3)c1OC (stereo not drawn),.,8
COc1cc(OC)c(C2CC(=O)Nc3c2ccc2ccccc32)cc1OC (stereo not drawn),69,.
CCc1nc2c(sc3nc4c(cc32)COC(C)(C)C4)c(=O)n1Cc1ccco1,129,12
COc1ccc(CNc2ccc3c(c2)nc(C)n3C)cc1,99,10
CCc1ccc(CN2C(=O)CCC2(C)C(=O)NC2CCCC2)cc1 (stereo not drawn),115,-9
O=C(Nc1ccccc1I)c1ccccc1C(F)(F)F,.,8
CCCCOC(=O)c1ccc(Nc2ncnc3nc[nH]c23)cc1,.,3
O=C(O)C1C2CCC(C2)C1C(=O)Nc1nc(-c2ccc(Cl)c(Cl)c2)cs1 (stereo not drawn),.,4
CCOC(=O)c1c(NC(=O)CSc2nnc(CNc3ccc(F)cc3)o2)sc(C(C)=O)c1C,43*,6
COc1cc(N/N=C/c2ccc(Br)cc2)ncn1,.,9
CCOC(=O)c1sc(=S)n(Cc2ccccc2)c1N,85,2
O=C(Oc1ccc2oc(=O)sc2c1)c1ccccc1Br,.,-1
COc1ccc(Cl)cc1C(=O)Nc1cccc(C)c1C,.,2
Cn1c(=O)n(C)c2cc(C3Nc4ccc5ccccc5c4C4=C3C(=O)CC(C)(C)C4)ccc21 (stereo not drawn),.,6
# Going on with the list:
SMILES,BAP1 block,HePTP inh
CNC(=O)C(=O)Nc1cccc2ccccc12,.,10
Cc1oc(C(C)(C)C)cc1C(=O)Nc1ccc(C(=O)O)cc1,97,8
CN1C(=O)C2(c3ccccc31)N(C)CC(c1ccccn1)C21SC(=S)N(Cc2ccco2)C1=O (stereo not drawn),88,7
CCC(C)(C)n1nnnc1CN(Cc1cc2cc(OC)c(OC)cc2[nH]c1=O)C1CCCC1,.,6

# Retrieved by compound from above:
SMILES,BAP1 block,HePTP inh
Cc1oc(C(C)(C)C)cc1C(=O)Nc1ccc(C(=O)O)cc1,97,8
CNC(=O)C(=O)Nc1cccc2ccccc12,.,10
CN1C(=O)C2(c3ccccc31)N(C)CC(c1ccccn1)C21SC(=S)N(Cc2ccco2)C1=O (stereo not drawn),88,7

# A section of the results above, as a working copy:
SMILES,BAP1 block,HePTP inh
Cn1c(=O)n(C)c2cc(C3Nc4ccc5ccccc5c4C4=C3C(=O)CC(C)(C)C4)ccc21 (stereo not drawn),.,6
CNC(=O)C(=O)Nc1cccc2ccccc12,.,10

# Screening results: PubChem, several laboratories
